STEP block: inhibitors of human striatal-enriched phosphatase STEP; inhibition, % at 20 µM; 0.25% of 360,000 active; recombinant STEP, OMFP fluorogenic substrate, fluorescence; P54829; AID 588621;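 active = inhibition at 20 µM, scaled per plate between control wells, above about 37%, limit read from the data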;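 note: 0% = DMSO with enzyme and substrate and 100% = substrate only without enzyme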
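Also added – OMFP at 25 µM · Test system – STEP tyrosine phosphatase · Technique – FITC-channel fluorescence of OMFP product · Schedule – 20 min at room temperature, dark · Evaluation – control-normalized % inhibition with plate pattern correction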
Rpn11 block: Rpn11 (human) deubiquitinase inhibition; 0.59% of 360,000 active; human 26S proteasome, Ub4-pepOG fluorescence polarization; 20S core pre-blocked with epoxomicin; calls only at 20 µM;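 active = inhibition at 20 µM, scaled to each plate's controls, above about 33%, limit read from the data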
Target sequence (O00487 whole entry, looked up): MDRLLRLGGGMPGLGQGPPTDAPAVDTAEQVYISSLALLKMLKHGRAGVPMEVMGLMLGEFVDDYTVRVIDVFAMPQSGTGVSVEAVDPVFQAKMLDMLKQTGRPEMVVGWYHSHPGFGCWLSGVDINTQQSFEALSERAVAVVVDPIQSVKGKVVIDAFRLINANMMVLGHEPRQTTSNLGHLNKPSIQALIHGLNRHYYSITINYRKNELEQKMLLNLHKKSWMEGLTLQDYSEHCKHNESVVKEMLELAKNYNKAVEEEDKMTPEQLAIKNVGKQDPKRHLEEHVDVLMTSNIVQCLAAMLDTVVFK
LMPTP inh: LMPTP (human) inhibition | P24666 | recombinant LMPTP-A, OMFP fluorogenic substrate, fluorescence intensity | inhibition, % at 20 µM | 0.22% of 360,000 active | AID 651560;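 active = compounds that cut the enzyme signal by at least half of the control window in the single-dose screen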;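 note: plate controls were DMSO wells with enzyme plus substrate for no effect and substrate without enzyme for full effect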
Target sequence (P24666 whole entry, looked up): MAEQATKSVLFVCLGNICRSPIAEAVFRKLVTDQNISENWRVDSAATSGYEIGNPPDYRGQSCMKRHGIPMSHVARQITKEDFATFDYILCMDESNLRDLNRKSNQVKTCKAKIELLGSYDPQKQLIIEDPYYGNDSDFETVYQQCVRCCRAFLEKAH
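Assay system: LMPTP-A enzyme. Input: 0.625 nM LMPTP-A final. Probe or stimulus: 400 µM OMFP. Compound dosing: single 20 µM dose. Schedule: 50 min dark incubation at room temperature. Detection: fluorescence intensity of OMFP turnover product. Read-out: percent inhibition versus substrate-only and uninhibited controls. Benchmarks: no-enzyme low control, uninhibited high control.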
NadD block: blocks S. aureus nicotinate mononucleotide adenylyltransferase | purified NadD enzyme, colorimetric absorbance read-out | inhibition, % at 20 µM | 0.78% of 360,000 active | AID 602399; in the data active = inhibition above about 26%; note: some compounds past the cut are filed as inactive
Scp1 inh: Scp-1 (human) phosphatase inhibition. Recombinant Scp1, phosphopeptide, malachite green phosphate absorbance. 0.88% of 340,000 active. AID 493091. Q9GZU7. inhibition, % at 20 µM;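 active = inhibition above about 50% at 20 µM, limit read from the data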;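 note: plate controls were DMSO wells with enzyme for no effect and wells lacking enzyme for full effect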
Target sequence (Q9GZU7 76-261 limits assumed): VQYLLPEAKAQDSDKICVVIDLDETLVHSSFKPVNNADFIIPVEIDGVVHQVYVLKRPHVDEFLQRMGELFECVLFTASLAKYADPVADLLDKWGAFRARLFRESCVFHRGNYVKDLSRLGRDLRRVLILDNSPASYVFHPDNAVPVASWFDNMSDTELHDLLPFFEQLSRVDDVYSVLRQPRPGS
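Assay system: SCP-1 catalytic fragment, aa 76-261 | Buffer or medium: Tris acetate buffer pH 5.5 with MgCl2 and Tween-20 | Compound: One concentration, 20 µM, with 1.0% DMSO | Also added: Phospho 17-mer peptide substrate | Signal: Absorbance at 630 nm | Incubation: 45 min enzyme reaction at room temperature | Measure: % inhibition of SCP-1 phosphate liberation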
SUMO1 PPI mod: alters human SUMO1 binding to SIM partners. SUMO1 binding to a labelled peptide, TR-FRET, 1 h. inhibition, % at 20 µM. AID 602429. 0.33% of 360,000 active. P63165; in the data active = inhibition above about 37%
CSN inh: inhibitors of human CSN-mediated cullin deneddylation; Purified CSN, SCF-Nedd8-OG deneddylation, fluorescence polarization; 0.38% of 360,000 active; AID 651999; inhibition, % at 12.5 µM;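 active = pattern-corrected inhibition above about 35%, with an unprinted fluorescence ratio check between 0.5 and 1.5, limit read from the data, passing the limit was not always enough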;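 note: 0% = enzyme with substrate and 100% = substrate without enzyme; some results filed as inactive read as strong as hits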
Target sequence (Q92905 whole entry, looked up, one chain of several): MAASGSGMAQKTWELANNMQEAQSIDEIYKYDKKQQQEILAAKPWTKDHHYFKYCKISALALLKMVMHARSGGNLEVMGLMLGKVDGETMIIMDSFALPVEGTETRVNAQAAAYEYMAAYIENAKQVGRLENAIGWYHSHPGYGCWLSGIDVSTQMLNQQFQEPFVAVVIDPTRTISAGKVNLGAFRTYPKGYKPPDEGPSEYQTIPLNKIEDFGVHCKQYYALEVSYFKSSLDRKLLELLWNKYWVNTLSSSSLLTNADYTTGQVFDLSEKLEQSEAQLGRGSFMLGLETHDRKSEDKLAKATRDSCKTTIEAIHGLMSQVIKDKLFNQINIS
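Test system: purified human Csn5 enzyme expressed in HEK293T cells. Amount: 0.24 nM enzyme. Reagent: SCFSkp2-Nedd8OG substrate at 10 nM final. Schedule: 90 min incubation of compound, enzyme and substrate at room temperature. Detection: fluorescence polarization. Read-out: % inhibition of substrate cleavage by Csn5.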
Neddylation inh: cullin neddylation inhibition; P61081+Q13564; TR-FRET cullin neddylation, biochemical; calls only at 25 µM; 0.58% of 360,000 active; in the data active = inhibition above about 36%
Rin1 Abl inh: inhibitors of human Rin1-Abl protein interaction. P00519+Q13671. TR-FRET Rin1/Abl binding, biochemical. inhibition, % at 7.35 µM. 0.4% of 360,000 active. AID 588664; in the data active = inhibition above about 5%, passing the limit was not always enough
DNMT1 block: DNMT1 (human) enzyme inhibition | DNMT1 molecular beacon, Hinp1I cleavage, fluorescence | inhibition (reported as % activation of signal), % at 10 µM | 0.83% of 360,000 active; in the data active = inhibition above about 50%
* hit, by the source's call; i = inactive; . = not tested or not shown.

1. O=C1CC2(CCN(C(=O)C3CC(=O)N(c4ccccc4)C3)CC2)Oc2ccccc21 (stereo not drawn)
2. O=C(NCCC1=CCCCC1)c1cc2ccccc2oc1=O
3. O=C(COC(=O)C1=COCCO1)NC1CCCCC1
4. Cc1sc(NC(=O)CSc2nnnn2C2CCCCC2)c(C#N)c1C
5. COCCNC(=O)C1CCCN(C(=O)c2cc(-c3ccccc3)cs2)CC1 (stereo not drawn)
6. CCCS(=O)(=O)N1CCC(C(=O)NCc2cccnc2)CC1
7. CCN(CC(=O)Nc1ccc(NC(C)=O)cc1)C(=O)/C=C/c1c(C)nn(-c2ccc(F)cc2)c1C
8. Cc1nnc(SCC(=O)N(C(C)C)C(C)C)[nH]c1=O
9. COc1nc(N)c(S(=O)(=O)c2ccc(C)cc2)cc1C#N
10. CCN(CC)CCNC(=O)/C(=C/c1cn(C)c2ccccc12)NC(=O)c1ccc(OC)c(OC)c1

assay / entry	1	2	3	4	5	6	7	8	9	10
STEP block	0	4	-2	0	-1	-1	2	0	-1	4
Rpn11 block	i	i	i	i	i	i	i	i	i	i
LMPTP inh	-0.2	-0.5	-1.5	0.5	-0.5	-2.1	1.0	0.0	0.9	0.1
NadD block	-2	-1	-6	2	5	-6	0	-5	-5	-7
Scp1 inh	4	-11	10	-7	.	0	0	-3	-9	-10
SUMO1 PPI mod	-1	-13	2	0	-5	0	-6	2	10	-2
CSN inh	2	-2	3	4	-2	-4	-1	6	9	0
Neddylation inh	i	i	i	i	i	i	i	i	i	i
Rin1 Abl inh	2	1	-1	0	2	2	-3	-2	3	-2
DNMT1 block	1	-2	4	-1	1	-2	-1	1	-2	2

11. Clc1ccc(C2[C@H]3CN(CC4CCCCC4)[C@H](c4ccccc4)C34CC2(c2ccccc2)C4)cn1 (stereo partly drawn)
12. COc1ccc(-n2ncc3c(=O)n(CC(=O)N4CCCc5ccccc54)cnc32)cc1
13. CCCCN1C(=O)C(CC(=O)NCc2ccco2)CC(C(=O)N2CCOCC2)=C1C (stereo not drawn)
14. COC(=O)c1ccc(COc2ccc(/C=C/C(=O)c3ccc(OC)c(CSCC(=O)O)c3)cc2OC)cc1
15. COCC(=O)N1CCN(c2cccc(C(F)(F)F)c2)CC1
16. O=S(=O)(NCCOCC(F)(F)F)c1ccc2oc3ccccc3c2c1
17. CCOc1ccc(CCNC(=O)COC(=O)/C=C/c2ccccc2)cc1OCC
18. c1ccc(-n2nnnc2Oc2ccc(-c3nnco3)cc2)cc1
19. COc1ccccc1OCCC(=O)OCC(=O)Nc1ncc(Cl)cc1Cl
20. O=C(CN1CCCCCC1)Nc1ccc(Br)cn1

assay / entry	11	12	13	14	15	16	17	18	19	20
STEP block	4	2	-2	0	2	-1	1	0	1	0
Rpn11 block	i	i	i	i	i	i	i	i	i	i
LMPTP inh	1.1	-1.5	-1.7	8.3	0.0	2.3	-0.8	0.3	-0.1	0.5
NadD block	13	-7	0	21	0	0	3	5	3	5
Scp1 inh	15	-13	.	27	-3	-11	4	0	-8	-1
SUMO1 PPI mod	-1	4	5	14	3	0	1	1	6	6
CSN inh	-1	-9	3	16	-1	-2	-2	-3	-7	5
Neddylation inh	i	i	i	i	i	i	i	i	i	i
Rin1 Abl inh	1	0	-4	4	-1	2	1	-1	3	0
DNMT1 block	5	0	4	12	3	-9	-1	3	-2	1

21. Cc1ccccc1C(=O)NC(=S)NCC1CCCO1 (stereo not drawn)
22. O=C(Nc1nnc(SCC(=O)N2CCCc3ccccc32)s1)c1ccccc1
23. CC(OC(=O)CCc1nc2ccccc2c(=O)[nH]1)C(=O)Nc1ccc2c(c1)OCO2 (stereo not drawn)
24. CCN(CC)C(=O)/C(=C/c1cn(S(=O)(=O)N(C)C)c2ccccc12)NC(=O)c1ccc(OC)cc1
25. COC(=O)[C@H]1C[C@@H]1[C@H](NC(=O)c1cnccn1)c1ccccc1
26. Cc1noc(C)c1COc1ccc(C(=O)OCC(=O)Nc2ccc(S(N)(=O)=O)cc2)cc1
27. Cc1ccc(S(=O)(=O)N(C)C)cc1NC(=O)COc1ccccc1C(=O)Nc1ccccc1
28. O=S(=O)(c1ccccc1)N1CCC(c2ccccc2)CC1
29. CCCC(=O)NC(NC1CCS(=O)(=O)C1)C(Cl)(Cl)Cl (stereo not drawn)
30. C=CCn1c(COc2ccc(F)cc2)nnc1SCC(=O)c1c[nH]c2c(CC)cccc12

assay / entry	21	22	23	24	25	26	27	28	29	30
STEP block	-4	0	2	3	1	-4	1	4	-2	-1
Rpn11 block	i	i	i	i	i	i	i	i	i	i
LMPTP inh	-1.5	-0.5	0.4	1.4	-1.9	-1.4	2.8	1.0	-1.0	-1.2
NadD block	-6	-5	0	-1	3	-2	-4	-7	-6	3
Scp1 inh	-12	-9	-7	-8	-4	-13	-8	-3	-3	6
SUMO1 PPI mod	-2	5	-5	-6	0	-1	1	4	-1	-2
CSN inh	0	-6	-2	-4	-5	1	-3	0	-5	3
Neddylation inh	i	i	i	i	i	i	i	i	i	i
Rin1 Abl inh	-2	3	-5	-1	-1	-1	-5	1	3	3
DNMT1 block	0	0	-7	7	-1	-2	-5	6	-1	8

31. CC(C)(C)OC(=O)c1c(N)n(CCCN2CCCC2=O)c2nc3ccccc3nc12
32. Cc1cc(=O)[nH]c(SCc2cccc(Br)c2)n1
33. Cc1ccc(C2=NN(CC(=O)NCc3cccs3)C(=O)CC2)cc1
34. COc1ccc2sc(-c3ccc(S(C)(=O)=O)cc3)c(C#CCO)c2c1
35. CCC/C(O)=C1\C(=O)CC(c2ccccc2)CC1=NCCc1c(C)[nH]c2ccccc12 (stereo not drawn)
36. COc1cc2c(cc1OC)C(COc1ccc([N+](=O)[O-])cc1)N(C(C)=O)CC2 (stereo not drawn)
37. Cc1ccc(C(=O)Nc2ccc3ccccc3c2)cc1
38. O=S(=O)(/N=C(\Nc1ccc(F)cc1)C(F)(F)F)c1ccccc1
39. Cc1cccc(C(=O)NCC(c2cccs2)N2CCOCC2)c1 (stereo not drawn)
40. COc1ccccc1COC(=O)c1cccc(S(=O)(=O)N2CCCC2)c1

assay / entry	31	32	33	34	35	36	37	38	39	40
STEP block	0	-1	2	-1	0	-2	-1	0	-1	3
Rpn11 block	i	i	i	i	i	i	i	i	i	i
LMPTP inh	1.1	-0.6	0.7	1.2	4.7	0.2	-0.5	0.1	-1.2	2.3
NadD block	8	1	-1	-6	9	0	-1	9	3	-3
Scp1 inh	-5	-7	-3	1	-17	-11	-8	-4	-2	-8
SUMO1 PPI mod	-3	-2	-9	-17	1	-24	-5	-4	1	1
CSN inh	-2	-3	5	7	2	3	0	14	2	-2
Neddylation inh	.	i	i	i	i	i	i	i	i	i
Rin1 Abl inh	-3	0	-3	-1	0	3	-1	1	1	-2
DNMT1 block	-14	0	-1	-6	-8	0	-2	-10	-1	-1

Some of the entries so far, tab-delimited:
item	SMILES	STEP block	Rpn11 block	LMPTP inh	NadD block	Scp1 inh	SUMO1 PPI mod	CSN inh	Neddylation inh	Rin1 Abl inh	DNMT1 block
25	COC(=O)[C@H]1C[C@@H]1[C@H](NC(=O)c1cnccn1)c1ccccc1	1	i	-1.9	3	-4	0	-5	i	-1	-1
26	Cc1noc(C)c1COc1ccc(C(=O)OCC(=O)Nc2ccc(S(N)(=O)=O)cc2)cc1	-4	i	-1.4	-2	-13	-1	1	i	-1	-2
27	Cc1ccc(S(=O)(=O)N(C)C)cc1NC(=O)COc1ccccc1C(=O)Nc1ccccc1	1	i	2.8	-4	-8	1	-3	i	-5	-5
28	O=S(=O)(c1ccccc1)N1CCC(c2ccccc2)CC1	4	i	1.0	-7	-3	4	0	i	1	6
29	CCCC(=O)NC(NC1CCS(=O)(=O)C1)C(Cl)(Cl)Cl (stereo not drawn)	-2	i	-1.0	-6	-3	-1	-5	i	3	-1
30	C=CCn1c(COc2ccc(F)cc2)nnc1SCC(=O)c1c[nH]c2c(CC)cccc12	-1	i	-1.2	3	6	-2	3	i	3	8
31	CC(C)(C)OC(=O)c1c(N)n(CCCN2CCCC2=O)c2nc3ccccc3nc12	0	i	1.1	8	-5	-3	-2	.	-3	-14
32	Cc1cc(=O)[nH]c(SCc2cccc(Br)c2)n1	-1	i	-0.6	1	-7	-2	-3	i	0	0
33	Cc1ccc(C2=NN(CC(=O)NCc3cccs3)C(=O)CC2)cc1	2	i	0.7	-1	-3	-9	5	i	-3	-1
34	COc1ccc2sc(-c3ccc(S(C)(=O)=O)cc3)c(C#CCO)c2c1	-1	i	1.2	-6	1	-17	7	i	-1	-6
35	CCC/C(O)=C1\C(=O)CC(c2ccccc2)CC1=NCCc1c(C)[nH]c2ccccc12 (stereo not drawn)	0	i	4.7	9	-17	1	2	i	0	-8
36	COc1cc2c(cc1OC)C(COc1ccc([N+](=O)[O-])cc1)N(C(C)=O)CC2 (stereo not drawn)	-2	i	0.2	0	-11	-24	3	i	3	0
37	Cc1ccc(C(=O)Nc2ccc3ccccc3c2)cc1	-1	i	-0.5	-1	-8	-5	0	i	-1	-2

Later entries
41. Cc1sc2nc(SCC(=O)NCc3ccco3)n(Cc3ccccc3)c(=O)c2c1C
42. COc1ccc(CCC(=O)Nc2sc(C(=O)N(C)C)c(C)c2C#N)cc1
43. CCOC(=O)C1CCCN(C(=O)CCCn2c(=O)c3cccn3c3cccnc32)C1 (stereo not drawn)
44. COc1ccc(N2CC(C(=O)Nc3ccccc3C(=O)NCc3ccco3)CC2=O)cc1 (stereo not drawn)
45. Cc1cc(NC(=O)Cn2cnc3sc(C)c(C)c3c2=O)no1
46. Cc1cc(=O)oc(C)c1C(=O)NCCC1=CCCCC1
47. COc1ccc(-c2csc(NCCc3nc4cc(Cl)c(Cl)cc4n3CCCO)n2)cc1

assay / entry	41	42	43	44	45	46	47
STEP block	2	-1	-4	2	-2	-3	-1
Rpn11 block	i	i	i	i	i	i	i
LMPTP inh	1.1	-2.2	-2.8	-1.5	-4.2	-0.5	4.0
NadD block	-3	-4	-8	1	0	4	7
Scp1 inh	-2	1	3	-10	3	-2	0
SUMO1 PPI mod	-5	-2	-2	2	-1	20	5
CSN inh	1	-8	0	1	-4	-3	-1
Neddylation inh	i	i	i	i	i	i	i
Rin1 Abl inh	-7	1	1	3	2	-2	2
DNMT1 block	6	1	4	-3	3	4	-36

As entered above:
DNMT1 block with COc1ccc(CCC(=O)Nc2sc(C(=O)N(C)C)c(C)c2C#N)cc1 = 1
SUMO1 PPI mod with Cc1cc(NC(=O)Cn2cnc3sc(C)c(C)c3c2=O)no1 = -1

Bioassay records as filed in PubChem.
